ABHD5-PLIN5 inh – ABHD5-PLIN5 interaction inhibitors, primary screen, cell lysate, split luciferase complementation, luminescence. Perilipin-5 (Homo sapiens) + 1-acylglycerol-3-phosphate O-acyltransferase ABHD5 (Homo …. 360,000 compounds, 0.78% hits. Split G. princeps luciferase complementation, 4 h. inhibition, % at 4 µM;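 active = inhibition above the mean inhibition across every tested compound plus 3 SD, cut at about 22% in these data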;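 note: 0% = DMSO only wells and the 100% control is not disclosed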
TWEAK-Fn14 inh – inhibitors of TWEAK-Fn14 signaling, primary screen, luciferase reporter cells, uHTS. inhibition, % at 10 µM. 360,000 compounds, 2% hits. TWEAK-stimulated Fn14 reporter cells, luciferase luminescence, 8 h; in the data active = inhibition above about 50%
TLR9-MyD88 block – inhibitors of TLR9-MyD88 association in cells, primary screen, cell-based, CHO, BLA complementation, fluorescence; Toll-like receptor 9 (Homo sapiens) + Myeloid differentiation primary response protein …; CCF4 FRET ratio; inhibition, % at 4.98 µM; 340,000 compounds, 0.21% hits;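 active = inhibition above the mean over all tested compounds plus 3 SD, cut at about 21% in these data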;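 note: 0% = DMSO only wells and 100% = clavulanate BLA inhibitor control wells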
LRH-1 inv ag – LRH-1 (NR5A2) inverse agonists, primary screen, cell-based, luminescence, HEK293T, StAR-luciferase reporter; Nuclear receptor subfamily 5 group A member 2 (Homo sapiens), O00482; LRH-1 transfected, 24 h; inhibition, % at 3.6 µM; 360,000 compounds, 0.13% hits;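 active = inhibition above the mean inhibition of all tested compounds plus 3 SD, cut at about 73% in these data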;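 note: 0% = DMSO wells and 100% = reporter-only cells lacking LRH-1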
NOD2-RIPK2 inh – NOD2-RIPK2 binding disruptors in cells, primary screen, fluorescence, CHO cells, BLA complementation. Receptor-interacting serine/threonine-protein kinase 2 (Homo sapiens), O43353. CCF4 ratio. inhibition, % at 4.98 µM. 360,000 compounds, 0.38% hits. AID 624267, 2012; in the data active = inhibition above about 21%;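 note: 0% = vehicle only and 100% = reference blocker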
SRC2 inh – inhibition of GAL4-SRC2 driven luciferase reporter, primary screen, SRC2 inhibitor project, cell-based, luminescence; Nuclear receptor coactivator 2 (Homo sapiens), Q15596; HEK293 GAL4-SRC2 luciferase reporter; inhibition, % at 9 µM; 370,000 compounds, 0.17% hits; AID 651957, 2012;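 active = inhibition above the mean inhibition of all tested compounds plus 3 SD, set per campaign, cut at about 52% in these data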;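 note: 0% = DMSO treated cells and 100% = cells given Gossypol at 36 µM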
NCOA3 inh – SRC3 coactivator transcriptional activity inhibitors, primary screen, cell-based, luminescence | Nuclear receptor coactivator 3 (Homo sapiens), Q9Y6Q9 | HEK293 GAL4-SRC3 luciferase reporter | inhibition, % at 3.6 µM | 360,000 compounds, 0.17% hits;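 active = inhibition above a per-campaign cutoff, the mean of all compounds plus 3 SD, cut at about 60% in these data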;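 note: 0% = DMSO-treated cells and 100% = gossypol-treated cells at 36 µM; higher means less SRC3-driven luciferase light from the GAL4 reporter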
SRC1 inh – SRC1 coactivator transcriptional activity inhibitors, primary screen, cell-based, luminescence. HEK293 GAL4-SRC1 luciferase reporter. inhibition, % at 3.6 µM. Nuclear receptor coactivator 1 (Homo sapiens), Q15788. 360,000 compounds, 0.12% hits;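 active = inhibition above the campaign mean plus 3 SD, with each screening campaign given its own cutoff, cut at about 60% in these data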;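 note: 0% = DMSO treated cells and 100% = gossypol at 36 µM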
Target sequence (Q15788 whole entry, looked up, the tested form may be a part): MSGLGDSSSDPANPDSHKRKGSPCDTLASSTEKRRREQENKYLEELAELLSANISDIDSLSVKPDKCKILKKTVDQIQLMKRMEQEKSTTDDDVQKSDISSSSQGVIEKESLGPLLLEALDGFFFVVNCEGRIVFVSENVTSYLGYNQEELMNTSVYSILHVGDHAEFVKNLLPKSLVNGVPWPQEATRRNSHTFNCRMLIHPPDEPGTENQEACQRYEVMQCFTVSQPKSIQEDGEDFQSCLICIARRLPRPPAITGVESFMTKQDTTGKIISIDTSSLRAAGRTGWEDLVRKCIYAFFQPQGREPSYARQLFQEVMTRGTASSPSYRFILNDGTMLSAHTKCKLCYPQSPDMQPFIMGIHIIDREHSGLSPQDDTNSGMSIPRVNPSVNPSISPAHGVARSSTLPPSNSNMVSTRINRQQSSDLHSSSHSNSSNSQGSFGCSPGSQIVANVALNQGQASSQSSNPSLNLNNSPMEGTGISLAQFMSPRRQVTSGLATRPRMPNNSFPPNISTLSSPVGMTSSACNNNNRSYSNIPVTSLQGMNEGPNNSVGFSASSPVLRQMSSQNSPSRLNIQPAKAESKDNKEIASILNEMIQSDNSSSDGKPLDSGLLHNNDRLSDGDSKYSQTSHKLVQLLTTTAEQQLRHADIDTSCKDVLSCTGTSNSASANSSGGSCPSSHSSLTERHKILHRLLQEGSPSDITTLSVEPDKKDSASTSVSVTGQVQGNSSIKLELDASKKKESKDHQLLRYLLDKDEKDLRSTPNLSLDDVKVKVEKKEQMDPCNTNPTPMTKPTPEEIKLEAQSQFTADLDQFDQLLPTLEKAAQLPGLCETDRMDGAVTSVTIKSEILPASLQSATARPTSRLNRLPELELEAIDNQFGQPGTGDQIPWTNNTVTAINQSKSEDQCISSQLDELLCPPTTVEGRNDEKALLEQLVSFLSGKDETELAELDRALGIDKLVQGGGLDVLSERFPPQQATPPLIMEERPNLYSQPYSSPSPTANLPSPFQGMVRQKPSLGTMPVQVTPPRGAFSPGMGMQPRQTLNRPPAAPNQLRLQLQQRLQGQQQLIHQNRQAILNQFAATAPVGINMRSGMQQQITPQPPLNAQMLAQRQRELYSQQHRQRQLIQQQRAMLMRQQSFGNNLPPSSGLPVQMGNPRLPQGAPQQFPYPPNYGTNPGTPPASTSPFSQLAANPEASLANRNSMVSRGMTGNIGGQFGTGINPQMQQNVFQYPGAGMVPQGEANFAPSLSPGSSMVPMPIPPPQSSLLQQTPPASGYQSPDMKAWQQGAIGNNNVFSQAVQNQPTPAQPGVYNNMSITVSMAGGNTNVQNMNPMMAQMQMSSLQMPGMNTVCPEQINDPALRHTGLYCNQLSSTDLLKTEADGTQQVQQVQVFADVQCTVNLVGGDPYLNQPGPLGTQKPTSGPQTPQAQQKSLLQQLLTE
TROY signal inh – inhibitors of TROY-driven NF-kB signaling, primary screen, Q293 LMP1-TROYcd cells, NF-kB luciferase, uHTS; Q293 LMP1-TROYcd NF-kB luciferase reporter, 4 h; inhibition, % at 10 µM; 360,000 compounds, 0.98% hits;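 active = compounds whose plate-normalised and pattern-corrected inhibition of the luciferase reporter signal at the single screening dose is 50% or more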
COUP-TFII inh – NR2F2 transcriptional activity inhibitors, primary screen, cell-based, luciferase reporter, HEK293T, luminescence; HEK293T NGFI-A luciferase reporter; COUP transcription factor 2 (Homo sapiens), P24468; inhibition, % at 8.6 µM; 370,000 compounds, 0.7% hits; AID 686940, 2013;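 active = inhibition above a per-plate cutoff, mean inhibition of test wells between control levels plus 3 SD, cut at about 38% in these data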;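 note: cells cotransfected with COUP-TFII expression vector driving the NGFI-A reporter; 0% = median of COUP-TF2 test wells and 100% = reporter-only cells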
Granule exo inh – LAMP-1 surface exposure blockers, TALL-104 cells – cell-based, flow cytometry, MLPCN library, primary screen | inhibition, % at 10 µM | TALL-104 LAMP-1 surface exposure; cells stimulated with thapsigargin and PMA | AID 651702, 2012 | 360,000 compounds, 0.66% hits;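 active = inhibition above about 55%, limit read from the data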
* = called active by the depositor; . = not tested or not shown. An excerpt; rates above refer to the full screens.

SMILES	ABHD5-PLIN5 inh	TWEAK-Fn14 inh	TLR9-MyD88 block	LRH-1 inv ag	NOD2-RIPK2 inh	SRC2 inh	NCOA3 inh	SRC1 inh	TROY signal inh	COUP-TFII inh	Granule exo inh
COC(=O)c1ccc(CSc2nnc(NCc3ccccc3)s2)o1	-5	12	-8	-9	1	-12	-8	-5	-14	-4	1
COc1ccc([C@H]2CN(c3ccccc3)C(=O)[C@@H]2CC(=O)Nc2ccccc2)cc1	-4	-2	-3	-45	-5	-24	-18	-33	-42	-7	-15
Cc1c(/C=C/C(=O)c2ccccc2O)cnn1C	20	-2	-9	-92	7	-33	-76	-79	-81	-41	-3
Cn1nc2sc3ccccc3n2c(=O)c1=O	-3	26	2	4	1	-7	-11	-26	8	10	-9
CC1CCN(S(=O)(=O)c2cccc(C(=O)NC3CCCCC3)c2)CC1	1	9	-6	5	-14	7	-2	4	5	-2	1
CC(C)c1ccccc1NC(=S)NCc1nc2ccccc2[nH]1	-2	15	2	-4	-6	10	8	-4	17	-7	0
COc1cc2c(cc1NC(=O)CSc1nnnn1-c1ccccc1)oc1ccccc12	-4	-18	2	4	4	-11	8	-1	9	-4	-2
CCOC(=O)N1CCN(C(=O)CCS(=O)(=O)c2ccc(Br)s2)CC1	3	-5	5	7	3	8	5	-6	-8	5	-1
COc1ccc(NS(=O)(=O)c2cccc(C(=O)NCCCn3ccnc3)c2)cc1	8	-4	3	0	-8	-12	4	-10	-30	-5	-3
CC1=NN(c2ccccc2)C(=O)C1C(=S)SC1CC(=O)NC1=O (stereo not given)	-27	9	-7	-64	-17	-23	-15	-43	-33	-14	-1
O=C(CSc1nnc(-c2cccc(F)c2)o1)N1CCCC1	-1	-2	2	-32	-7	-6	-42	-79	-4	-28	-8
CC(=O)Nc1ccc(S(=O)(=O)NCCSCc2ccc(Cl)cc2Cl)cc1	6	28	8	3	5	-6	-7	4	30	31	-2
O=[N+]([O-])c1cccc(C=NN=C2c3ccccc3-c3ccccc32)c1	-1	-34	-1	5	0	-16	1	-34	-30	20	-11
Cc1cc2cc(C=C(C#N)C#N)c(Cl)nc2cc1C	6	18	9	-38	-2	-13	-43	-33	-12	-21	2
COc1cccc(-c2cnc3c(NC(C)=O)cc(-c4cccc(C(=O)NCCO)c4)cn23)c1	6	0	.	26	-1	-28	-17	0	-3	-5	-5
CCOC(=O)c1cc(C)sc1N1C(=O)C2C3C=CC(C3)C2C1=O (stereo not given)	1	5	-2	-14	-9	11	7	-30	13	-3	0
CC(=O)N/N=C(/C)c1ccc(NC(=O)c2csc(C)c2C)cc1	-5	-2	-7	-124	-24	-60	-106	-96	-27	-28	-2
COc1ccc(NC(=O)CSc2nc(C(C)C)nc3c2c(=O)n(C)c(=O)n3C)c(OC)c1	3	-7	-5	19	-3	-3	-8	16	9	-3	46
CCOc1ccccc1CNCCNCC(C)O (stereo not given)	-8	18	-1	11	1	10	13	-4	13	2	-2
O=C1CC(N2CCOCC2)C(=O)N1c1ccc2c(c1)OCO2 (stereo not given)	-4	3	-9	-5	-10	3	29	2	-13	-17	1
CCn1c(SCC(=O)N2CCCC2)nc2c(c1=O)SCC2	0	-1	6	-18	8	20	-14	-10	-6	-1	-1
COc1ccc(NC(=O)CC(C)c2ccccc2)cc1S(=O)(=O)N1CCOCC1 (stereo not given)	5	3	-2	-7	-4	-10	-17	-3	-7	7	13
COc1ccc2c(c1)[nH]c1c(=O)n(CCN3CCOCC3)cnc12	-3	-8	-7	1	1	12	-7	-14	-15	-8	-1
COc1ccc(OCC(O)COc2ccc(OC)cc2)cc1	4	-1	-9	-6	-3	-21	-18	-12	-35	1	-3
O=C(NCC(c1ccco1)N1CCCC1)c1cccc(NS(=O)(=O)c2ccccc2)c1 (stereo not given)	5	8	13	-4	8	15	17	-1	10	-5	0

14 successive compounds out of the list so far, quoted:
SMILES	ABHD5-PLIN5 inh	TWEAK-Fn14 inh	TLR9-MyD88 block	LRH-1 inv ag	NOD2-RIPK2 inh	SRC2 inh	NCOA3 inh	SRC1 inh	TROY signal inh	COUP-TFII inh	Granule exo inh
COc1ccc(NS(=O)(=O)c2cccc(C(=O)NCCCn3ccnc3)c2)cc1	8	-4	3	0	-8	-12	4	-10	-30	-5	-3
CC1=NN(c2ccccc2)C(=O)C1C(=S)SC1CC(=O)NC1=O (stereo not given)	-27	9	-7	-64	-17	-23	-15	-43	-33	-14	-1
O=C(CSc1nnc(-c2cccc(F)c2)o1)N1CCCC1	-1	-2	2	-32	-7	-6	-42	-79	-4	-28	-8
CC(=O)Nc1ccc(S(=O)(=O)NCCSCc2ccc(Cl)cc2Cl)cc1	6	28	8	3	5	-6	-7	4	30	31	-2
O=[N+]([O-])c1cccc(C=NN=C2c3ccccc3-c3ccccc32)c1	-1	-34	-1	5	0	-16	1	-34	-30	20	-11
Cc1cc2cc(C=C(C#N)C#N)c(Cl)nc2cc1C	6	18	9	-38	-2	-13	-43	-33	-12	-21	2
COc1cccc(-c2cnc3c(NC(C)=O)cc(-c4cccc(C(=O)NCCO)c4)cn23)c1	6	0	.	26	-1	-28	-17	0	-3	-5	-5
CCOC(=O)c1cc(C)sc1N1C(=O)C2C3C=CC(C3)C2C1=O (stereo not given)	1	5	-2	-14	-9	11	7	-30	13	-3	0
CC(=O)N/N=C(/C)c1ccc(NC(=O)c2csc(C)c2C)cc1	-5	-2	-7	-124	-24	-60	-106	-96	-27	-28	-2
COc1ccc(NC(=O)CSc2nc(C(C)C)nc3c2c(=O)n(C)c(=O)n3C)c(OC)c1	3	-7	-5	19	-3	-3	-8	16	9	-3	46
CCOc1ccccc1CNCCNCC(C)O (stereo not given)	-8	18	-1	11	1	10	13	-4	13	2	-2
O=C1CC(N2CCOCC2)C(=O)N1c1ccc2c(c1)OCO2 (stereo not given)	-4	3	-9	-5	-10	3	29	2	-13	-17	1
CCn1c(SCC(=O)N2CCCC2)nc2c(c1=O)SCC2	0	-1	6	-18	8	20	-14	-10	-6	-1	-1
COc1ccc(NC(=O)CC(C)c2ccccc2)cc1S(=O)(=O)N1CCOCC1 (stereo not given)	5	3	-2	-7	-4	-10	-17	-3	-7	7	13

Next part
SMILES	ABHD5-PLIN5 inh	TWEAK-Fn14 inh	TLR9-MyD88 block	LRH-1 inv ag	NOD2-RIPK2 inh	SRC2 inh	NCOA3 inh	SRC1 inh	TROY signal inh	COUP-TFII inh	Granule exo inh
O=C(c1ccc(Cl)cc1)C1CCCN(Cc2ccc(Oc3ncccn3)cc2)C1 (stereo not given)	8	6	-9	10	1	6	15	1	16	18	2
NS(=O)(=O)c1cc(C(=O)OCC(=O)Nc2ccc3c(c2)OCO3)ccc1Cl	0	0	-6	11	-6	12	-3	7	7	-4	4
COC(=O)c1cccc(NC(=O)C2COc3ccccc3O2)c1C (stereo not given)	0	-3	-3	-7	-11	-37	-12	-13	-24	7	-4
COc1ccc(N(CC(O)Cn2c(C)nc3ccccc32)S(=O)(=O)c2ccc(C)cc2)cc1 (stereo not given)	5	0	-12	-2	-14	6	21	-4	17	26	0
COc1ccc(OCc2nc(-c3ccc(F)c(F)c3)cs2)cc1	2	-15	0	5	0	-36	3	-25	0	-15	0
COc1ccc(CNC(=O)Cc2nn(C)c(=O)c3ccccc23)cc1	8	23	-8	22	-14	11	14	10	14	49*	1
O=C(c1ccccc1)c1ccc(OCC(O)CNCc2cccc(Cl)c2)cc1 (stereo not given)	-3	-12	-5	0	3	1	1	3	-14	-21	26
CC(C)(C)C(=O)c1c(N)[nH]c(C(=O)c2ccccc2)c1-c1ccc(C(F)(F)F)cc1	-7	28	.	-5	-7	-23	.	.	-12	-10	2
CNC(=O)CSc1nnc(NC(=O)C2CC(=O)N(c3ccccc3OC)C2)s1 (stereo not given)	1	0	-4	-3	-3	-27	-29	-14	21	5	2
O=C(COc1ccccc1Br)NCCc1nc2ccccc2[nH]1	-2	-3	9	-14	-1	-7	-3	2	3	-2	-5
N=C1C(c2nc(-c3ccc(F)cc3)cs2)=C(O)CN1Cc1ccc(Cl)cc1	-6	106*	0	-20	3	0	10	-7	3	-4	7
COc1ccccc1N(C)S(=O)(=O)c1ccc(Cl)c(C(=O)OCc2c(C)noc2C)c1	-1	-36	-11	13	-7	-11	18	18	15	5	76*
O=C(C[n+]1ccc2c(c1)nnn2-c1ccccc1)c1ccc(Cl)cc1	6	-4	.	-14	-2	4	12	-2	4	11	49
CN1CCN(c2ccc(NC(=O)c3cc([N+](=O)[O-])ccc3N3CCOCC3)cc2)CC1	7	8	-3	-10	-9	-4	11	-31	11	6	2
COc1cc(NC(=O)Cc2ccc(OC)c(S(=O)(=O)N3CCOCC3)c2)c(OC)cc1Cl	7	-7	2	-10	-5	10	-2	-23	9	0	-1
Cc1ccccc1C(=O)OC1OC(=O)C(Cl)=C1Nc1ccccc1 (stereo not given)	-1	32	.	4	4	-10	5	-13	2	-13	0
COc1ccc(C2C(C(=O)O)CCC(=O)N2c2ccc(OC)cc2)cc1 (stereo not given)	-11	7	-8	-9	-6	-34	7	-20	1	-6	2
Fc1ccc(NC(=S)N2CCN(C/C=C/c3ccccc3)CC2)c(F)c1	-1	-3	-2	2	-3	21	-2	-5	-6	14	0
CCOC(=O)N(C)S(=O)(=O)c1ccccc1[N+](=O)[O-]	4	-10	0	7	2	8	11	3	17	-5	2
C=CC[C@@H](CC(=O)OC(C)(C)C)C(=O)OC[C@H]1CCCN1C(=O)[C@@H](CC=C)CC(=O)N[C@H](CO)Cc1ccccc1	9	12	-17	-7	-4	-6	16	4	1	0	-8
COc1ccc(CCNC(=O)c2cc(-c3ccc(C)c(C)c3O)n[nH]2)cc1OC	2	1	-14	-5	8	-3	7	-20	23	2	-2
CCOc1ccc(Cc2nn[nH]n2)cc1	2	7	-8	3	-20	1	9	-6	-12	1	0
O=C(O)c1ccccc1C(=O)Nc1ccc(Br)c(C(F)(F)F)c1	-3	-9	1	1	-12	5	-8	20	18	-4	-4
